Source: PubChem
MC4R barr agon: MC4R agonists recruiting beta-arrestin, primary screen, cell-based, luminescence, agonist arm of biased-ligand search; U2OS MC4R beta-arrestin complementation; percent of melanotan II response, DMSO zero; actives 0.98% (n = 360,000); activation, % at 8.9 µM; Melanocortin receptor 4 (Homo sapiens), P32245;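 active = activation above a per-plate cutoff, the mean activation of sample wells on that plate plus 3 SD, cut at about 8% in these data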
ABCB6 inh 2: ABCB6 transporter inhibitors, primary screen, K562-ABCB6 cells, flow cytometry, MLPCN library. fluorescence ratio to DMSO, % at 10 µM. K562-ABCB6 porphyrin accumulation, 1 h; hits give low values. actives 0.19% (n = 360,000). ATP-binding cassette sub-family B member 6 (Homo sapiens), Q9NP58;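 active = fluorescence ratio to DMSO below 75%, the collection mean minus 3 SD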;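 also: signal is porphyrin accumulated inside mitochondria; 100% equals median channel fluorescence of DMSO control wells; lower ratio means ABCB6 inhibition with less porphyrin fluorescence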
NOD2-RIPK2 inh: NOD2-RIPK2 binding disruptors in cells, primary screen, fluorescence, CHO cells, BLA complementation; Receptor-interacting serine/threonine-protein kinase 2 (Homo sapiens), O43353; CCF4 ratio; inhibition, % at 4.98 µM; actives 0.38% (n = 360,000); AID 624267, 2012; in the data active = inhibition above about 21%;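 also: 0% = vehicle only and 100% = reference blocker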
TLR9-MyD88 block: inhibitors of TLR9-MyD88 association in cells, primary screen, cell-based, CHO, BLA complementation, fluorescence | Toll-like receptor 9 (Homo sapiens) + Myeloid differentiation primary response protein … | CCF4 FRET ratio | inhibition, % at 4.98 µM | actives 0.21% (n = 340,000) | AID 504734, 2011;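 active = inhibition above the mean over all tested compounds plus 3 SD, cut at about 21% in these data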;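 also: 0% = DMSO only wells and 100% = clavulanate BLA inhibitor control wells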
ABHD5-PLIN5 inh: ABHD5-PLIN5 interaction inhibitors, primary screen, cell lysate, split luciferase complementation, luminescence; Split G. princeps luciferase complementation, 4 h; inhibition, % at 4 µM; Perilipin-5 (Homo sapiens) + 1-acylglycerol-3-phosphate O-acyltransferase ABHD5 (Homo …; actives 0.78% (n = 360,000); AID 602281, 2012;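 active = inhibition above the mean inhibition across every tested compound plus 3 SD, cut at about 22% in these data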;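 also: 0% = DMSO only wells and the 100% control is not disclosed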
MC4R antagonist: MC4R antagonists of cAMP signaling, primary screen, cell-based, TR-FRET, antagonist arm of biased-ligand search | Melanocortin receptor 4 (Homo sapiens), P32245 | MC4R-expressing cells, MTII-stimulated cAMP, LANCE TR-FRET | inhibition, % at 6.5 µM | actives 0.48% (n = 360,000) | AID 540295, 2011;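 active = inhibition above its plate's cutoff, the mean of tested wells on that plate plus 3 SD, cut at about 29% in these data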;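 also: 0% = Melanotan II alone and 100% = Melanotan II plus saturating MCL0020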
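Test system: U2OS cells stably expressing human melanocortin 4 receptor (MC4R); also added: Melanotan II challenge; compound: 6.5 µM single dose; timing: 30-min compound preincubation, 1-h Melanotan II challenge, 1-h detection, room temperature; signal: Eu-cAMP/anti-cAMP TR-FRET, emission 671 nm; repeats: one well per compound, no replicates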
SRC2 inh: inhibition of GAL4-SRC2 driven luciferase reporter, primary screen, SRC2 inhibitor project, cell-based, luminescence; HEK293 GAL4-SRC2 luciferase reporter; actives 0.17% (n = 370,000); inhibition, % at 9 µM; Nuclear receptor coactivator 2 (Homo sapiens), Q15596;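 active = inhibition above the mean inhibition of all tested compounds plus 3 SD, set per campaign, cut at about 52% in these data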;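 also: 0% = DMSO treated cells and 100% = cells given Gossypol at 36 µM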
N-glyco inh: increase of ERlucT glycosylation luciferase signal, primary screen, N-linked glycosylation inhibitor project, D54 ERlucT cells, luminescence, set 2. reporter increase, % at 12.5 µM. actives 0.23% (n = 360,000). D54 ERlucT glycosylation luciferase reporter, 24 h; percent of 100 nM tunicamycin response;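 active = mean luciferase reporter signal, scaled so untreated is 0 and the glycosylation-blocking control 100, at or above a set limit in every replicate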;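 also: luciferase carries N-glycosylation sites so blocking glycosylation raises the light; 0% = median of neutral control wells and 100% = median of 100 nM tunicamycin wells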
HTR2A ag: mouse Htr2a agonists via beta-arrestin recruitment, primary screen, cell-based, luminescence; 5-hydroxytryptamine receptor 2A (Mus musculus), P35363; AID 624169, 2012; activation, % at 7.6 µM; CHO-K1 mHTR2A beta-arrestin complementation; percent of 30 µM serotonin response; actives 0.66% (n = 360,000);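 active = activation above a run cutoff, the mean activation of all tested compounds plus 3 SD, cut at about 14% in these data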;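 also: 0% = plate median of compound wells and 100% = 30 µM serotonin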
H9c2 protect: cardioprotection against H2O2-induced cell death, primary screen, uHTS, H9c2 cells, ATPLite luminescence | actives 0.63% (n = 360,000) | H9c2 cardiomyocytes, H2O2 injury protection, 2 h | protection from H2O2 cell death, % at 20 µM | AID 588492, 2011;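 active = compounds giving at least 50% protection of heart cells from peroxide-induced death in the single-dose screen, raw or plate-pattern-corrected value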;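 also: 0% = DMSO wells with peroxide and 100% = DMSO wells without peroxide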
The depositor's hits bear a star; . = no result given.

structure	MC4R antagonist	NOD2-RIPK2 inh	SRC2 inh	ABCB6 inh 2	TLR9-MyD88 block	ABHD5-PLIN5 inh	H9c2 protect	MC4R barr agon	N-glyco inh	HTR2A ag
CC1=C(C(=O)OCCOc2ccccc2)C(c2ccsc2)NC(=O)N1C (centres undefined)	13.3	-2.9	10.4	92.0	10.0	-1.4	-6.6	-1.5	1.0	-3.2
O=c1[nH]c(=O)n(Cc2ccco2)c2c1C(C(F)(F)F)(C(F)(F)F)N=C(Cc1ccccc1)N2	-3.5	-3.7	-2.1	89.0	-2.6	17.7	-2.8	-0.8	-0.7	-3.4
COc1ccc(NC(=O)COC(=O)c2cc(S(=O)(=O)N3CCCC3)ccc2O)cc1	10.6	-2.0	-10.2	94.0	-1.0	4.1	0.3	1.4	1.7	1.9
COc1cc(/C=C(/NC(=O)c2ccccc2Cl)C(=O)O)cc(OC)c1OC	0.6	-0.1	14.1	113.0	6.9	-1.1	1.4	-1.2	1.3	-3.4
Cc1ccc(C(=O)Nc2ccccc2Oc2ccccc2)o1	19.7	1.0	-10.8	93.0	-6.3	0.2	-4.4	-1.1	-0.6	0.7
COC(=O)c1nc2ccc(N3CCOCC3)cc2c(C)c1C(=O)OC	2.8	9.5	-57.6	92.0	12.0	3.3	-32.4	-1.4	2.3	8.5
Clc1ccc(CN2C3=NCCCN3c3ccccc32)cc1	3.0	5.2	-27.2	93.0	-3.1	-10.1	9.9	0.0	-2.1	1.1
Cn1c(=O)n(C)c2cc(/C=N/NC(=O)c3cc4cc(Br)ccc4o3)ccc21	-4.5	-5.3	1.7	97.0	8.4	1.2	26.3	-0.2	1.3	0.6
Cc1ccc(CN(C)C(=O)c2cc(COc3cccc(C(F)(F)F)c3)on2)o1	0.8	5.5	-3.3	99.0	9.3	8.8	-8.8	0.1	0.6	4.1
O=C(COC(=O)c1ccccc1Nc1cccc(C(F)(F)F)c1)NCc1ccco1	-7.2	3.4	25.2	96.0	5.8	-14.3	-13.1	13.0*	-1.7	-2.3
COc1ccc(Cl)cc1NC(=O)Cn1c(=O)n2nc(C)nc2c2ccccc21	13.0	-4.4	-33.0	101.0	5.8	4.4	14.2	0.1	1.1	1.4
CCNC(=O)CC1C(=O)N(C)C(=S)N1NC(=O)c1ccc(Cl)cc1 (centres undefined)	4.7	4.0	-10.2	96.0	2.5	2.0	24.4	0.4	0.9	-2.5
O=C(CSc1nc2ccccc2[nH]1)Nc1ccc(F)c(F)c1	-11.5	0.1	14.2	100.0	1.6	-2.7	-11.0	1.5	-0.8	-3.0
CCOC(=O)c1sc2nc(NC(=O)C3CCCCC3)sc2c1C	4.5	-3.7	-14.2	97.0	-5.0	6.2	-2.4	-1.0	0.9	-3.4
CC(C)/C=N/NC(=O)c1ccc(Cl)cc1	-4.1	8.8	-24.5	101.0	3.6	-6.7	-3.1	-3.4	3.3	-5.0
O=C1CC(c2ccc(F)cc2)Sc2nc(C34CC5CC(CC(C5)C3)C4)nn21 (centres undefined)	1.7	0.6	0.2	99.0	-7.6	-2.4	-1.9	2.7	0.9	0.2
O=C1NN(c2ccccc2)C(=O)C2C3C=CC(C4CC34)C12 (centres undefined)	6.6	-1.6	-2.1	95.0	-5.2	1.0	-1.2	0.1	0.1	-3.9
Cc1cn(C2CCC(CO)O2)c(=O)[nH]c1=O (centres undefined)	-2.1	-8.0	1.9	96.0	3.8	-6.5	7.9	0.0	2.3	8.9
O=C(c1ccc(Cn2c(=S)[nH]c3cc4c(cc3c2=O)OCO4)cc1)N1CCN(c2ccccc2)CC1	3.3	-12.3	-15.7	97.0	2.0	-2.6	-9.7	-1.6	-3.2	-2.2
CCOC(=O)C(C)Sc1cc(CS(=O)(=O)c2ccccc2)nc(-c2ccccc2)n1 (centres undefined)	10.9	-6.7	-6.6	90.0	-1.8	-1.5	4.2	-1.5	-1.0	1.8
c1ccc(Cn2nnc3c(NCCN4CCOCC4)ncnc32)cc1	-2.8	1.1	-32.5	91.0	-4.5	7.8	1.3	-1.8	-1.3	2.7
C=CCN1C(=O)CSC1=Nc1cccc(O)c1	2.1	-3.6	1.0	83.0	7.7	-11.7	-0.8	-1.3	1.0	-0.2
Cc1ccc(CC(=O)Nc2cccc(C)n2)cc1	2.6	0.4	-37.2	98.0	-2.5	2.4	-0.3	1.5	1.1	1.1
CCOc1ccc(S(=O)(=O)Nc2cc(OC)c(OC)cc2C(=O)O)cc1	-0.5	-3.2	-10.0	96.0	0.2	-2.5	6.1	-1.9	1.0	1.3
CSc1ccc(C2c3[nH]c4ccccc4c3CCN2C(=O)c2ccnn2C)cc1 (centres undefined)	3.4	-13.8	-84.6	102.0	2.8	0.9	-2.6	-0.1	-11.8	-2.3
CCOC(=O)CSC1=NC(=O)/C(=C/c2ccc(OC)cc2)S1	25.9	4.3	.	113.0	5.2	-16.9	12.5	-2.0	13.0	3.6
Cc1nc(SCC(=O)NCC2CCCO2)c2c(C)c(C)sc2n1 (centres undefined)	7.1	-5.2	1.4	98.0	3.2	0.6	-0.5	-1.9	-2.5	-0.3
COc1ccc(C)cc1NC(=O)COC(=O)c1c(C)noc1C	9.2	-11.6	17.1	100.0	1.2	-0.4	1.6	-2.3	0.7	0.6
COC(=O)Nc1ccc(S(=O)(=O)NCCCCCC(=O)O)cc1	21.9	4.4	-2.8	98.0	11.8	-0.4	1.4	-0.1	0.7	-1.3
O=S(=O)(NN=C1CCCCC1)c1ccccc1	17.5	-7.7	19.6	95.0	-0.4	1.2	4.1	0.0	4.3	-3.0
COc1ccc(C)cc1NC(=O)CCNS(=O)(=O)c1ccc2c(c1)CC(C)N2C(C)=O (centres undefined)	4.2	-4.2	-9.1	89.0	-6.4	-1.6	3.1	-2.6	-0.6	-3.1
CCc1nnc(NC(=O)NC(C)(C)C)s1	-3.6	0.7	-28.7	100.0	-5.8	-6.1	11.2	1.2	1.7	1.6
O=c1c2ccccc2ncn1C1CCCCC1	0.7	-4.3	-1.1	94.0	-6.4	0.5	-4.5	0.7	2.7	12.8
OC(CCCN1CCCCC1)(c1ccccc1)c1ccccc1	10.8	-22.5	-10.7	96.0	-2.2	6.9	6.2	0.6	-5.4	-8.0
O=C(Nc1ccccc1C(=O)Nc1nnc(C(F)(F)F)s1)c1ccccc1Cl	11.3	-9.4	4.0	95.0	3.4	0.4	-14.6	-1.8	-7.3	3.0
CCOc1ccc2ccccc2c1/C=N/NC(=O)CNC(=O)Cc1ccccc1	-2.7	3.9	1.1	84.0	-0.2	9.8	5.7	0.5	1.0	3.0
C=CCn1c2ccccc2c2nnc(SCN3C(=O)c4ccccc4C3=O)nc21	-3.2	-21.9	-6.3	93.0	2.3	9.1	-1.0	-2.4	-0.4	-3.1
Cc1[nH]nc(C(=O)NN=Cc2ccccc2Cl)c1N=NN(C)C	-20.8	-2.5	-31.1	98.0	4.3	10.8	10.4	-2.8	9.8	11.5
Cc1nc(-c2cc(-c3nc(-c4ccc(C(C)(C)C)cc4)no3)no2)cs1	-1.5	0.4	-21.2	91.0	-2.4	1.3	-3.8	-0.7	-0.5	3.9
CC(C)Cc1ccc(C(C)C(=O)OCC(=O)c2c[nH]c3ccccc23)cc1 (centres undefined)	-3.9	-10.4	9.2	96.0	1.6	-6.6	-8.7	1.5	1.9	0.1
O=C(CSCc1c[nH]c(=O)[nH]c1=O)OCC(=O)c1ccc(Br)cc1	-1.1	2.9	-0.8	92.0	-2.2	5.2	-4.0	-3.0	2.4	3.4
Cc1cc(C)nc(N2CCN(S(=O)(=O)c3ccc(F)cc3)CC2)n1	2.8	3.5	9.2	107.0	-5.0	-1.0	-1.0	0.3	-1.2	0.9
COc1ccc(-c2cn(Cc3cccc(OC)c3)nn2)cc1	-5.6	-16.0	-19.0	92.0	-6.8	5.1	-7.5	0.5	-1.7	1.8
COc1ccccc1C(=O)N(NC(=O)Oc1ccccc1)C(C)(C)C	0.7	-11.1	10.8	97.0	-16.5	2.9	-0.3	-0.7	0.5	-2.9
CCC(C(=O)Nc1ccc2c(c1)OCCO2)n1nnc2ccccc2c1=O (centres undefined)	8.7	-15.5	-33.1	96.0	-1.8	3.3	-5.1	-2.0	-1.1	2.6
CCOC(=O)C1CCN(Cc2cccc(Oc3ccccc3)c2)CC1	7.6	10.3	15.4	96.0	2.3	-3.7	-3.6	0.7	2.1	14.1
Cc1ccc(C2(C)NC(=O)N(CC(=O)NCc3cccc(Cl)c3)C2=O)cc1 (centres undefined)	12.6	4.1	2.4	96.0	2.1	-6.1	0.5	0.5	0.0	5.0
Cn1cnc(C(=O)NCc2ccc(CNC(=O)OC(C)(C)C)cc2)c1C(=O)NCc1ccc(CNC(=O)OC(C)(C)C)cc1	2.2	5.1	14.5	85.0	3.3	-11.3	-9.0	-1.6	2.5	-3.0
CCn1cc(C(=O)N2CCCC(CO)(Cc3ccccc3C)C2)cn1 (centres undefined)	8.5	-2.8	-11.0	96.0	-12.0	-6.5	0.6	-3.5	-0.6	3.2
O=C(O)c1cn(-c2ccccc2)nc1-c1ccc(Cl)cc1	9.0	-1.1	-8.1	95.0	3.3	-3.5	8.2	-1.4	-0.9	-1.7
Cc1ccc(S(=O)(=O)N2CCN(C(=O)COC(=O)c3ccccc3OC(F)F)CC2)c(C)c1	7.6	-3.8	-5.1	100.0	5.6	0.0	2.3	0.5	1.2	6.6
CC(C)Cn1c(-c2ccco2)n[nH]c1=S	6.2	-8.3	-7.9	101.0	2.9	-5.3	5.0	-2.0	2.9	2.5

An excerpt; count on the stated rates, not on these rows.
